Screens deposited in PubChem BioAssay by several laboratories.
SRC3 inh: human NCOA3 inhibition. HEK293 GAL4-SRC3 luciferase reporter, luminescence. inhibition, % at 3.6 µM. 0.17% of 360,000 active;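 active means inhibition above a per-campaign cutoff, the mean of all compounds plus 3 SD, cut at about 60% in these data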;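 further: 0% = DMSO-treated cells and 100% = gossypol-treated cells at 36 µM; higher means less SRC3-driven luciferase light from the GAL4 reporter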
Vif inh: blocks HIV Vif function; 0.35% of 340,000 active; HEK293T cells, Vif self-association by quenched fluorescence, imaging, 24 h; inhibition, % at 7.49 µM; AID 602346; in the data active means inhibition above about 50%, passing the limit was not always enough; further: some results filed as inactive read as strong as hits
TLR9-MyD88 block: inhibitors of human TLR9-MyD88 binding; Q9NR96+Q99836; CHO BLA complementation TLR9-MyD88, CCF4 FRET ratio; inhibition, % at 4.98 µM; 0.21% of 340,000 active; AID 504734;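 active means inhibition above the mean over all tested compounds plus 3 SD, cut at about 21% in these data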;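 further: 0% = DMSO only wells and 100% = clavulanate BLA inhibitor control wells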
NR5A2 inv ag: inverse agonists of human LRH-1 (NR5A2); HEK293T StAR-luciferase reporter, LRH-1 transfected, 24 h; inhibition, % at 3.6 µM; 0.13% of 360,000 active; AID 602396;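 active means inhibition above the mean inhibition of all tested compounds plus 3 SD, cut at about 73% in these data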;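 further: 0% = DMSO wells and 100% = reporter-only cells lacking LRH-1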
NCOA2 inhibitor: human SRC2 (NCOA2) inhibition | inhibition, % at 9 µM | AID 651957 | HEK293 GAL4-SRC2 luciferase reporter, luminescence | Q15596 | 0.17% of 370,000 active;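 active means inhibition above the mean inhibition of all tested compounds plus 3 SD, set per campaign, cut at about 52% in these data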;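 further: 0% = DMSO treated cells and 100% = cells given Gossypol at 36 µM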
NOD2-RIPK2 inh: inhibitors of human NOD2-RIPK2 interaction; CHO BLA complementation NOD2-RIPK2, CCF4 ratio; inhibition, % at 4.98 µM; 0.38% of 360,000 active; AID 624267; in the data active means inhibition above about 21%;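 further: 0% = vehicle only and 100% = reference blocker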
NR2F2 inh: NR2F2 (human) inhibition, primary screen; P24468; HEK293T NGFI-A luciferase reporter, luminescence; inhibition, % at 8.6 µM; 0.7% of 370,000 active; AID 686940;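 active means inhibition above a per-plate cutoff, mean inhibition of test wells between control levels plus 3 SD, cut at about 38% in these data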;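 further: cells cotransfected with COUP-TFII expression vector driving the NGFI-A reporter; 0% = median of COUP-TF2 test wells and 100% = reporter-only cells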
TROY signal inh: TROY signaling inhibition; Q293 LMP1-TROYcd NF-kB luciferase reporter, 4 h; inhibition, % at 10 µM; 0.98% of 360,000 active; AID 1347056;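 active means compounds whose plate-normalised and pattern-corrected inhibition of the luciferase reporter signal at the single screening dose is 50% or more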
SRC1 inh: inhibitors of human steroid receptor coactivator 1 (SRC1). Q15788. HEK293 GAL4-SRC1 luciferase reporter, luminescence. inhibition, % at 3.6 µM. 0.12% of 360,000 active. AID 588354;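 active means inhibition above the campaign mean plus 3 SD, with each screening campaign given its own cutoff, cut at about 60% in these data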;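 further: 0% = DMSO treated cells and 100% = gossypol at 36 µM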
Target sequence (Q15788 whole entry, looked up, the tested form may be a part): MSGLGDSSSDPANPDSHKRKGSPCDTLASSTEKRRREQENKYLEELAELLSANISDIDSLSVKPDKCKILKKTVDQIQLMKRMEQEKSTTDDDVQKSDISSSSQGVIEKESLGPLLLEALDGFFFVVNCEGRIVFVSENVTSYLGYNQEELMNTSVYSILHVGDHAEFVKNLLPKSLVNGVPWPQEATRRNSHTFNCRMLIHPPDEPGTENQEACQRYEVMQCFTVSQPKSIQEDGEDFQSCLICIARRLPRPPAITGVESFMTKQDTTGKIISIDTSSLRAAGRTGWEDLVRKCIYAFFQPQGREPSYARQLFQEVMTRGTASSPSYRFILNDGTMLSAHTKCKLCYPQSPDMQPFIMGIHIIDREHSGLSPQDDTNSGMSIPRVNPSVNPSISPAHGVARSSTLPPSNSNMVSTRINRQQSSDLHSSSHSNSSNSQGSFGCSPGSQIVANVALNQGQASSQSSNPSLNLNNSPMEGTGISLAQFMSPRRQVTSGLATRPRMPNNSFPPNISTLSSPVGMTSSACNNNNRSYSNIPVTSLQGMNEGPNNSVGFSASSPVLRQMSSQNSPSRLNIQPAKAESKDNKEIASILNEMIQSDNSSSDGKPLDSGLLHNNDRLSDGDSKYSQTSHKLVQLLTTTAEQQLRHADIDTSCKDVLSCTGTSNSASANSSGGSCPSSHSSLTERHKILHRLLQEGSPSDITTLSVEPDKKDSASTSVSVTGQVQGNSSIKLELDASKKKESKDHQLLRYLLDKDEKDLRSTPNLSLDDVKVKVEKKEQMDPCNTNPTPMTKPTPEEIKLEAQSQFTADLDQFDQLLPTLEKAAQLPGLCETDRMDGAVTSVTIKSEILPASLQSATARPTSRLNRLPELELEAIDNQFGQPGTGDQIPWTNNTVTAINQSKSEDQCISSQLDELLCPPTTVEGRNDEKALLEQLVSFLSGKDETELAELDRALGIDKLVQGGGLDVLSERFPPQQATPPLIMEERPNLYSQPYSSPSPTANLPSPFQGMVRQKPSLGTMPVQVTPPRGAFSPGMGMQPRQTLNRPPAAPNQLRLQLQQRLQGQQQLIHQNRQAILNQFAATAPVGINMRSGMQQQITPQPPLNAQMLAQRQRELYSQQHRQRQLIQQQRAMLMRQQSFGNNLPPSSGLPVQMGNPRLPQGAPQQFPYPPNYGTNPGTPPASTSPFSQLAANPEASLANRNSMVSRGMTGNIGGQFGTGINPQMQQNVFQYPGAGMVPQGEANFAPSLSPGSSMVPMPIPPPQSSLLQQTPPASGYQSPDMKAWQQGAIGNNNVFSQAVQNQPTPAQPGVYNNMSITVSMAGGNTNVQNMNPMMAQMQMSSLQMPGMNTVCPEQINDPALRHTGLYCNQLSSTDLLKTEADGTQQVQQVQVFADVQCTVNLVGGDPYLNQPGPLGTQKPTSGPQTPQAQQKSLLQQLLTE
TRAIL sens C8: sensitizes caspase-8 expressing cells to TRAIL; NB7+C8 cells + TRAIL, ATPlite viability luminescence; 1% of 360,000 active; inhibition (viability loss, TRAIL sensitization), % at 10 µM; AID 624354;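 active means compounds causing at least 50% loss of cell viability in the single-dose screen, relative to plate controls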
EBV LMP1 NFkB: inhibitors of Epstein-Barr LMP1-induced NF-kappaB reporter; LMP1-induced NF-kappaB luciferase reporter cells, luminescence; inhibition, % at 12.5 µM; 0.69% of 350,000 active; in the data active means inhibition above about 41%;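 further: 0% = neutral control wells and 100% = reference inhibitor control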
* = called active by the depositor; x = no result given. Not all compounds are listed. The share of hits here may be higher or lower than overall.

Fields: SRC3 inh, Vif inh, TLR9-MyD88 block, NR5A2 inv ag, NCOA2 inhibitor, NOD2-RIPK2 inh, NR2F2 inh, TROY signal inh, SRC1 inh, TRAIL sens C8, EBV LMP1 NFkB
COc1ccc2c(c1)C(O)C(CO)C(C(=O)O)C2 (centres undefined)
→ -3, 15, -1, 10, 5, 3, -8, -10, -2, 10, -2
Cc1ccc(-c2csc(NC(=O)c3ccc([N+](=O)[O-])o3)n2)cc1
→ 3, -6, 5, 55, -15, 11, -4, 21, -4, 31, -1
CCn1c(SCc2cccc(C)c2)nnc1-c1ccccc1
→ 1, -3, -7, 3, -6, 0, -10, -3, -35, -4, 7
COc1ccc(S(=O)(=O)n2c([N+](=O)[O-])cnc2C)c(C)c1C
→ -1, -3, 11, 19, -27, -4, 0, -5, 7, -3, 3
CN1/C(=C\C(=O)Nc2ccc(Cl)cc2)C(C)(C)c2ccccc21
→ -7, 2, 4, -3, -13, 1, -4, 27, 1, -1, 7
Cc1cccc(NC(=O)CN2C(=O)CCS(=O)(=O)c3ccccc32)c1C
→ -2, -6, -3, 2, 1, -7, 13, -9, -2, 0, 6
CCOC(=O)CNC(=O)N1CCCC(C(=O)c2ccc3c(c2)OCO3)C1 (centres undefined)
→ 9, -1, -1, 1, -8, -8, 8, 4, 6, -4, -9
CCCc1nc2ccccc2c(=O)n1/N=C/c1c(C)[nH]n(-c2ccc(C)cc2)c1=O
→ -25, 2, 0, 9, -12, 5, 9, -12, -46, 14, 5
COc1ccc(N(CC(=O)NCc2ccc(F)cc2)C(=O)CCC(=O)Nc2nccs2)cc1
→ 10, 6, -14, -9, -2, -5, 9, -7, 9, 4, 2
O=C1N[C@H](Cc2ccccc2)COC(=O)[C@H](Cc2ccc(F)cc2)CC/C=C/C[C@@H]1CC(=O)N(CCO)Cc1ccccc1
→ 3, -13, 1, 20, 7, -2, 4, 0, 0, 13, -6
C#CCNC(=O)C1=C[C@@H](c2ccccc2)[C@H](CCCO)[C@@H](OCC)O1
→ -4, 6, -2, 8, 10, -5, 12, 5, -10, 4, -5
CC(=O)N/C(=C\c1ccccc1)C(=O)OCC(=O)N(C)C1CCCCC1
→ 7, -1, -5, -3, -8, -3, -24, 10, 6, 2, 8
COc1cccc(NC(=O)CN(C)CC(=O)Nc2ccc(C)c([N+](=O)[O-])c2)c1
→ 14, 10, -3, 2, 29, 0, 34, 24, 26, 3, 2
CCn1nc(NS(=O)(=O)c2ccc([N+](=O)[O-])cc2)c2cc3ccccc3nc21
→ -27, 10, -6, 11, 12, -2, 10, 1, 11, -1, 0
COc1ccc(CCNC(=O)c2ccc(=O)[nH]n2)cc1OC
→ -3, 8, -4, -8, -18, -13, 4, 20, -79, 3, 7
CC(C)(C)c1ccc(C(=O)N/C(=C/c2cccs2)C(=O)NCc2ccco2)cc1
→ 20, 3, 2, 10, 7, 2, 5, -6, 15, -16, -1
Cc1ccc(NC(=O)c2ccc(-c3nn(C)c(=O)c4ccccc34)cc2)c(C)c1
→ 11, -19, 7, -6, -13, -2, 5, 5, -17, 24, 16
COC(=O)c1ccccc1N1C(=O)[C@@H]2C(c3ccc(Br)cc3)=NO[C@@H]2C1=O
→ -13, 5, -24, -8, 5, 9, -13, -25, -31, -11, 3
CCOC(=O)CCC(NC(=O)c1ccc(NCN2C(=O)CCC2=O)cc1)C(=O)OCC (centres undefined)
→ -6, 4, -9, 9, 8, -4, 5, 5, -4, -14, 6
CC1(C)CC(=O)c2cc3c(N)c(C(=O)NCc4ccccc4)sc3nc2C1
→ 3, -3, -5, -5, -49, -7, -22, -16, 1, 2, 7

The list continues.
Fields: SRC3 inh, Vif inh, TLR9-MyD88 block, NR5A2 inv ag, NCOA2 inhibitor, NOD2-RIPK2 inh, NR2F2 inh, TROY signal inh, SRC1 inh, TRAIL sens C8, EBV LMP1 NFkB
O=C(CSc1nnc(C2CC2)n1CC1CCCO1)Nc1cccc(Cl)c1 (centres undefined)
→ -18, -4, 2, 12, -1, 0, 13, -10, -3, 14, -5
O=C(COC(=O)c1ccc(Br)o1)Nc1nc2c(F)c(F)c(F)cc2s1
→ 14, 13, 1, -21, -26, 13, 0, 8, 9, 15, -25
COc1ccc(C(=O)c2c(C)c(CCC#N)n3ccccc23)c(OC)c1
→ 6, x, -2, -18, -1, -1, -8, 4, -15, -6, 5
COCCn1c(SCC(=O)NC(C)c2ccccc2)nc2ccccc21 (centres undefined)
→ -4, 3, -4, -7, 2, -7, 4, -7, -25, 1, 0
CCn1c(SCC(=O)NC2CCCCC2)nc2ccccc2c1=O
→ 14, 1, -3, 3, -13, 11, -11, -3, -19, -12, 5
CC(=O)Nc1ccc(S(=O)(=O)Nc2cccc(-c3ccc4nncn4n3)c2)cc1
→ -2, 3, 1, -9, 12, -5, -2, 0, 4, -3, -7
CC(C)C[C@@H](CNCC(=O)[C@H](Cc1c[nH]c2ccccc12)NC(=O)c1[nH]cnc1C(=O)N[C@@H](C)CN)NC(=O)c1nc[nH]c1C(=O)N[C@@H](C)C(=O)O
→ -5, 25, 2, 24, -5, -1, -8, 9, 0, -4, -4
c1ccc(OCc2nn3c(-c4ccccn4)nnc3s2)cc1
→ -21, -5, -4, -55, -51, 3, -13, -67, -27, 47, -2
C=CCOC(=O)C1=C(C)NC(C)=C(C(=O)OCC=C)C1c1ccc(O)cc1
→ 8, 8, 6, 15, 2, -9, -4, -13, -16, -17, -2
COC(=O)[C@@]1(Cc2ccc(F)cc2)[C@H]2c3cc(C(=O)N4CCCC4)n(CCF)c3C[C@H]2CN1C(=O)c1ccccc1
→ x, x, x, 1, -23, -1, 9, 0, x, 19, x
O=C(N/N=C/c1ccc[nH]1)c1ccncc1
→ 10, x, -16, 5, -20, -5, 5, 10, 0, 4, 4
CC1(C)CC(NC(=O)c2cc([N+](=O)[O-])cc([N+](=O)[O-])c2)CC(C)(C)N1
→ -13, -4, -4, -5, 2, 6, 0, 0, 5, -8, 2
Nc1nc(NCCCN2CCOCC2)nc(Nc2ccc(F)cc2)c1[N+](=O)[O-]
→ 9, -3, -3, -7, -31, 5, -3, -15, -2, 2, -8
Cc1ccc(CNC(=O)CN2C(=O)NC3(CCCC3)C2=O)cc1
→ 7, -13, 2, 46, -7, -17, 17, 5, -23, -5, -6
CCOC(=O)C(C)Sc1nc(-c2ccccn2)ncc1OC (centres undefined)
→ 2, 1, -1, 9, -7, -6, 20, 3, -16, 4, 1
COc1ccc(CNC(=O)CCNS(=O)(=O)c2cccc3nsnc23)cc1
→ -3, 7, -9, 5, 0, -3, -9, -18, -11, 0, 4
CCOc1ccc(Nc2cc(C)nc3ccc(C)cc23)cc1
→ 17, -24, 8, 16, 24, -17, 20, 1, 3, 12, -26
COc1ccccc1CCNC(=O)C(=O)c1cn(CC(=O)N2CCOCC2)c2ccccc12
→ -23, 3, -3, -19, -12, -3, -14, -19, 9, -1, -1
O=C(N/C(=C/c1ccc([N+](=O)[O-])cc1)C(=O)N1CCCC1)c1ccccc1
→ 4, 2, -6, 1, -15, -6, -12, -4, -7, -15, -8
CN(c1ccccc1)S(=O)(=O)c1nnc(NC(=O)COc2ccccc2F)s1
→ 1, -9, -17, -24, -10, -6, 12, 2, -20, -4, -5

Single records, from the list above.
`Cc1ccc(CNC(=O)CN2C(=O)NC3(CCCC3)C2=O)cc1` reads SRC3 inh = 7; Vif inh = -13; TLR9-MyD88 block = 2; NR5A2 inv ag = 46; NCOA2 inhibitor = -7; NOD2-RIPK2 inh = -17; NR2F2 inh = 17; TROY signal inh = 5; SRC1 inh = -23; TRAIL sens C8 = -5; EBV LMP1 NFkB = -6
`CN(c1ccccc1)S(=O)(=O)c1nnc(NC(=O)COc2ccccc2F)s1` reads SRC3 inh = 1; Vif inh = -9; TLR9-MyD88 block = -17; NR5A2 inv ag = -24; NCOA2 inhibitor = -10; NOD2-RIPK2 inh = -6; NR2F2 inh = 12; TROY signal inh = 2; SRC1 inh = -20; TRAIL sens C8 = -4; EBV LMP1 NFkB = -5
`O=C(N/C(=C/c1ccc([N+](=O)[O-])cc1)C(=O)N1CCCC1)c1ccccc1` reads SRC3 inh = 4; Vif inh = 2; TLR9-MyD88 block = -6; NR5A2 inv ag = 1; NCOA2 inhibitor = -15; NOD2-RIPK2 inh = -6; NR2F2 inh = -12; TROY signal inh = -4; SRC1 inh = -7; TRAIL sens C8 = -15; EBV LMP1 NFkB = -8

Reformatted: entries from further up
COc1ccc(C(=O)c2c(C)c(CCC#N)n3ccccc23)c(OC)c1
  SRC3 inh: 6
  Vif inh: x
  TLR9-MyD88 block: -2
  NR5A2 inv ag: -18
  NCOA2 inhibitor: -1
  NOD2-RIPK2 inh: -1
  NR2F2 inh: -8
  TROY signal inh: 4
  SRC1 inh: -15
  TRAIL sens C8: -6
  EBV LMP1 NFkB: 5
CC1(C)CC(NC(=O)c2cc([N+](=O)[O-])cc([N+](=O)[O-])c2)CC(C)(C)N1
  SRC3 inh: -13
  Vif inh: -4
  TLR9-MyD88 block: -4
  NR5A2 inv ag: -5
  NCOA2 inhibitor: 2
  NOD2-RIPK2 inh: 6
  NR2F2 inh: 0
  TROY signal inh: 0
  SRC1 inh: 5
  TRAIL sens C8: -8
  EBV LMP1 NFkB: 2
CCOc1ccc(Nc2cc(C)nc3ccc(C)cc23)cc1
  SRC3 inh: 17
  Vif inh: -24
  TLR9-MyD88 block: 8
  NR5A2 inv ag: 16
  NCOA2 inhibitor: 24
  NOD2-RIPK2 inh: -17
  NR2F2 inh: 20
  TROY signal inh: 1
  SRC1 inh: 3
  TRAIL sens C8: 12
  EBV LMP1 NFkB: -26

Further records follow:
Fields: SRC3 inh, Vif inh, TLR9-MyD88 block, NR5A2 inv ag, NCOA2 inhibitor, NOD2-RIPK2 inh, NR2F2 inh, TROY signal inh, SRC1 inh, TRAIL sens C8, EBV LMP1 NFkB
C/C(=C\C(=O)c1ccccc1)Nc1ccc2c(c1)OCO2
→ -7, x, 1, -9, -34, -3, 6, 3, -13, 23, -16
NNc1nc2c(Cl)ccc(Cl)c2s1
→ -9, 14, 0, 29, -10, -5, -16, 4, -20, -7, -9
Cc1ccccc1CN1CCC(N2CCC(C(=O)NCC3CCCO3)CC2)CC1 (centres undefined)
→ -8, -11, -9, 9, 2, -1, -2, 3, -23, 3, -1
O=C(O)C1=CC[C@@H](c2ccc(Cl)cc2)N(S(=O)(=O)c2ccc(Cl)cc2)[C@H]1c1cccc(Cl)c1
→ 4, 1, 4, 6, -20, -15, -5, 28, 5, 6, -3
Cc1cc(C)c(NC(=S)N(C)C)c(C)c1
→ 10, -17, -7, 8, 4, -1, 7, 4, 5, 1, -2
